Compound activity deposited in PubChem by National Center for Advancing Translational Sciences (NCATS).
D2 antagonist: HTS Assay for Allosteric Antagonists of the Human D2 Dopamine Receptor: Primary Screen for Antagonists; inhibition, % at 10 µM; HEK293 TREx D2 cells, calcium flux, dopamine EC80; actives 2% (n = 340,000); in the data active = inhibition above about 30%; also: 0% is about no effect
Target sequence (P14416 whole entry, looked up): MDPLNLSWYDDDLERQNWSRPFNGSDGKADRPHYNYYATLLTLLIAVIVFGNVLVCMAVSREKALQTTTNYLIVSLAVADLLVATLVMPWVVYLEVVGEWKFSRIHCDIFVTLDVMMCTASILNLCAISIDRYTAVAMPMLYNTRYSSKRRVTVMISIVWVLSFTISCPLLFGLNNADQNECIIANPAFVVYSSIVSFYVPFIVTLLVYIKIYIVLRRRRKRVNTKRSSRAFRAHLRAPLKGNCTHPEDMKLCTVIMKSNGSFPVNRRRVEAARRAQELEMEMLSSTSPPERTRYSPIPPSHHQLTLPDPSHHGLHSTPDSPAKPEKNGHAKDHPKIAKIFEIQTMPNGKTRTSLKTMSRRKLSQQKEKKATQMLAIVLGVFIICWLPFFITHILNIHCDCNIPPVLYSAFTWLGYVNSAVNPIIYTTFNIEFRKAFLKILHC
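Inhibition of EC80 dopamine-driven calcium flux, recorded kinetically, defines activity here; cells are a tetracycline-induced HEK293 T-REx line expressing force-coupled D2.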
D1 PAM: Potentiators of Human D1 Dopamine Receptor: qHTS; D(1A) dopamine receptor (Homo sapiens), P21728; HEK293 TREx D1 cells, calcium flux, dopamine EC20 potentiation; potentiation, % at 10 µM; actives 0.036% (n = 360,000); AID 504651, 2011; in the data active = potentiation above about 30%; also: 0% is about no effect
TRHR PAM: qHTS for Small Molecule Agonists and Allosteric Enhancers of Human TRH Receptor: Primary Screen for Enhancers. Thyrotropin-releasing hormone receptor (Homo sapiens), P34981. TRHR cells, fluo-8 calcium fluorescence, EC20 TRH enhancement. enhancement, % at 2 µM. actives 0.66% (n = 360,000). AID 493056, 2011; in the data active = enhancement above about 30%; also: 0% is about no effect
Target sequence (P34981 whole entry, looked up): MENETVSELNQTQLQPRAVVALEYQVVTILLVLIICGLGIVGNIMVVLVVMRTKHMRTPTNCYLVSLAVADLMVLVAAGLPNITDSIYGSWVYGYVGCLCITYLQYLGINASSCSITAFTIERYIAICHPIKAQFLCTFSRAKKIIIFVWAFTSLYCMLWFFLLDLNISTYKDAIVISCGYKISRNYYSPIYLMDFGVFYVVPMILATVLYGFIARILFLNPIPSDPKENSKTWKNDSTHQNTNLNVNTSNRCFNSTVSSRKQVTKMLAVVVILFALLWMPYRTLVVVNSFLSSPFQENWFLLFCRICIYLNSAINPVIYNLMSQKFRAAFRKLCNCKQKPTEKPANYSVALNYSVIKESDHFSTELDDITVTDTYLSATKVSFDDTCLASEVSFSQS
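TRHR-expressing cells loaded with fluo-8 calcium dye were read kinetically (ex 480/em 530) during compound addition, then stimulated with an EC20 of TRH (10 nM final). Enhancement of the Gq-mediated intracellular calcium response was scored.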
D1 antagonist: Antagonist of Human D 1 Dopamine Receptor: qHTS. actives 3.2% (n = 360,000). activity change, negative = inhibition, % at 10 µM. HEK293 TREx D1 cells, calcium flux, dopamine EC80; hits give low values. D(1A) dopamine receptor (Homo sapiens), P21728; in the data active = activity change below about -30%; also: % is scaled to controls: 0 for no effect and ±100 for the full control effect
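Inducible Hek293 Trex D1 cells (tetracycline, overnight, 30 C). Calcium dye 30–90 min RT. Antagonist mode: EC80 dopamine added after 180 s compound read.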
TRHR ag: qHTS for Small Molecule Agonists and Allosteric Enhancers of Human TRH Receptor: Primary Screen for Agonists | Thyrotropin-releasing hormone receptor (Homo sapiens), P34981 | TRHR cells, calcium flux fluo-8, FDSS agonist mode | activation, % at 2 µM | actives 0.18% (n = 360,000) | AID 493084, 2011; also: 0% is about no effect
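TRHR-expressing cells loaded with fluo-8 calcium dye; 23 nL library compound pin-transferred, kinetic FDSS fluorescence (Ex 480/Em 530) recorded about 180 s for agonist-induced calcium release, before a 10 nM TRH EC20 addition for potentiator mode.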
D2 potentiator: HTS Assay for Positive Allosteric Modulators of the Human D2 Dopamine Receptor: Primary Screen for Potentiators; HEK293 T-REx D2, calcium flux, EC20 dopamine potentiation; D(2) dopamine receptor (Homo sapiens), P14416; potentiation, % at 10 µM; actives 0.34% (n = 340,000);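 active = potentiation over 3 SD above the plate norm, cut at about 30% in these data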; also: 0% is about no effect
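Calcium flux readout, no-wash dye, 1 read/s. Inducible HEK293 Trex D2 line, overnight 30 C. Compound alone 180 s (agonist flags), then EC20 dopamine, another 180 s to score potentiation.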
D1 ag: Allosteric Agonists of the Human D1 Dopamine Receptor: qHTS. D(1A) dopamine receptor (Homo sapiens), P21728. HEK293 T-REx D1 cells, calcium flux, agonist mode. activation, % at 2 µM. actives 1% (n = 360,000). AID 504660, 2011; also: 0% is about no effect
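Tetracycline-induced HEK293 TREx D1 cells, force-coupled to calcium signalling, were dye-loaded with a no-wash calcium kit. Compound was pin-added after a 10 s baseline. Fluorescence was read kinetically at 1 cycle/s for 180 s, with calcium rises flagged as agonism.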
RXFP1 antag: qHTS Assay for Antagonists of the Relaxin Receptor RXFP1 | Relaxin receptor 1 (Homo sapiens), Q9HBX9 | HEK293-RXFP1, relaxin-stimulated cAMP HTRF, 30 min; hits give low values | activity change, negative = inhibition, % at 57.5 µM | actives 0.59% (n = 350,000) | AID 1259400, 2018;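 active = activity change of -60% or lower, but not beyond a set lower limit; inconclusive = change between -60% and -40%, or beyond the set limit; inactive = change above -40%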; also: % is scaled to controls: 0 for no effect and ±100 for the full control effect
D2 ag: HTS Assay for Allosteric Agonists of the Human D2 Dopamine Receptor: Primary Screen for Agonists; activation, % at 2 µM; HEK293 T-REx D2 cells, calcium flux agonist mode; actives 0.53% (n = 340,000);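 active = activation over 3 SD above normal in the single-dose calcium agonist read, cut at about 30% in these data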; also: 0% is about no effect
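In this primary screen, compounds producing a positive calcium signal within 180 s of addition to tetracycline-induced, force-coupled HEK293 Trex D2 cells are flagged; cells are dye-loaded with a no-wash calcium kit beforehand.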
Numbers without * were called inactive; ? = inconclusive; . = not tested or not shown. Rule as the data show it, unless noted: active = activation above about 30%; inactive = the rest.

SMILES | D2 antagonist | D1 PAM | TRHR PAM | D1 antagonist | TRHR ag | D2 potentiator | D1 ag | RXFP1 antag | D2 ag
CCCNC(=O)C1CCN(S(=O)(=O)c2ccc3[nH]c(=O)ccc3c2)CC1 | -5 | -8 | -2 | 20 | 0.5 | -7 | 0 | -7 | 0.5
COc1ccccc1N1CCN(C(=O)CNC(=O)c2ccc(Cl)cc2Cl)CC1 | -6 | -1 | -2 | -10 | 0.0 | . | -1 | -1 | 0.8
CCOc1cc2[nH]c(=O)n(Cc3ccc(C(=O)NCCCN4CCC(C)CC4)cc3)c(=O)c2cc1OCC | 9 | -5 | -5 | -18 | -0.2 | -23 | 0 | -13 | -0.3
Cc1ccc(COc2ccsc2-c2n[nH]c(=S)n2C)cc1 | -7 | 2 | -6 | -16 | 0.2 | 1 | 4 | 0 | 0.8
Cc1ccc(C(Sc2ccccc2)C(Cn2cncn2)C(=O)c2ccccc2)cc1 (stereo not drawn) | 9 | 2 | -1 | -4 | -0.9 | 2 | 19 | -26 | 0.5
COC(=O)C(NC(=O)CCc1c(C)nc2cc(-c3cccc(F)c3)nn2c1C)C(C)C (stereo not drawn) | . | -3 | 3 | 0 | 0.1 | 3 | 2 | . | 1.1
COc1cc(CCC(=O)NCc2ccc(S(N)(=O)=O)cc2)cc(OC)c1OC | 12 | 3 | 4 | 2 | 1.0 | -1 | 2 | 4 | 2.0
CCC(C)N(CCNC(=O)CC1Oc2ccccc2NC1=O)C1CCCCC1 (stereo not drawn) | -6 | . | 7 | 8 | 0.2 | -5 | 1 | . | 0.3
CC(C)(C)C(=O)NC(=S)Nc1cc(C(F)(F)F)ccc1N1CCOCC1 | -28 | 0 | -7 | -3 | 0.2 | 16 | 2 | ? | -1.1
O=C(CCn1ccnc1)Nc1ccc2ccccc2c1 | -8 | 6 | 6 | -22 | 0.5 | 4 | 3 | -8 | 0.8
CSCCC(NS(=O)(=O)c1ccc2c(c1)oc(=O)n2C)C(=O)NCc1ccc(C)cc1 (stereo not drawn) | 2 | -1 | -8 | -17 | 0.0 | -1 | 1 | 3 | -0.1
Cc1cc([N+](=O)[O-])nn1CCCC(=O)Nc1cccc(Cl)c1Cl | -10 | -3 | 11 | -9 | 0.2 | 1 | 3 | -17 | -0.4
O=C(NC1CCCC1)c1ccc(CS(=O)(=O)Cc2ccccc2F)o1 | -6 | -1 | 1 | -42* | -0.2 | -9 | 2 | -20 | 0.2
Cc1cccc(NC(=O)c2cccc(S(=O)(=O)NCc3ccccc3)c2)n1 | 4 | -2 | 2 | 17 | -0.7 | 8 | 4 | -15 | -0.1
O=C(c1ccc(S(=O)(=O)N2CCOCC2)cc1)N1CCc2ccccc21 | -5 | . | -5 | -2 | -0.6 | -1 | 0 | -10 | 0.8
COc1ccccc1S(=O)(=O)Cc1ccc(C(=O)NCc2ccco2)o1 | 0 | -4 | -8 | -6 | 0.7 | 2 | 6 | 28 | 2.1
Cc1ccc(F)c(NC(=O)CCc2ccccc2)c1 | -17 | -5 | 6 | -4 | -1.0 | 6 | 0 | -1 | 0.7
CCCCN(CCCC)C1=Nc2ccccc2N/C1=C(/C#N)C(=O)OCC | . | -13 | 8 | 13 | 0.3 | . | 3 | -9 | .
COc1ccccc1N1CCN(/N=C/c2ccc(O)cc2O)CC1 | 5 | 4 | -3 | -11 | -0.4 | 5 | 3 | -13 | -0.9
O=S(=O)(c1ccc(-c2cc(C(F)(F)F)on2)s1)N1CCN(c2ccccc2F)CC1 | . | -3 | 1 | -15 | 0.2 | -2 | 3 | -6 | 0.6
CSc1sc(C)cc1C1C(C#N)=C(N)N(c2cccnc2)C2=C1C(=O)CC(C)(C)C2 (stereo not drawn) | -11 | 5 | -2 | -25 | -0.1 | 12 | 2 | -3 | -0.6
COc1cc2c(cc1NC(=O)COC(=O)[C@@H](NS(=O)(=O)c1cccc(Cl)c1)C(C)C)oc1ccccc12 | 11 | -15 | -8 | 9 | 1.5 | 3 | 3 | -10 | 4.1
COc1ccc2oc(=O)c(-c3nc4ccccc4o3)cc2c1 | 13 | -8 | 2 | -1 | -0.6 | 1 | -3 | -10 | 1.0
O=C(COc1cccc(Cl)c1)NNC(=S)Nc1ccccc1 | 6 | -1 | -9 | -6 | -0.4 | 10 | 8 | -4 | 0.4
CC(=O)c1cc(-c2ccc(F)cc2)n(CCC(=O)Nc2nc3ccc(C)cc3s2)c1C | . | -4 | 5 | 15 | 0.4 | -2 | 6 | -28 | -0.2
COCCn1c(C)cc(/C=N/NC(=O)c2cccnc2)c1C | . | -3 | -7 | . | -0.2 | . | -1 | 2 | .
COC(=O)c1ccccc1NC(=O)c1cc2ccccc2o1 | 15 | 0 | -2 | 6 | 0.4 | 13 | 8 | -5 | -0.1
Cc1nn(CC(=O)Nc2nc3ccccc3s2)c(C)c1[N+](=O)[O-] | -1 | -9 | 5 | -2 | 1.0 | -4 | 3 | 2 | 0.5
COCCN=c1scc(-c2cccs2)n1/N=C(\C)c1ccco1 | -6 | 9 | -8 | 9 | -0.6 | 3 | 3 | -12 | 2.2

Single values from the list.
O=C(COc1cccc(Cl)c1)NNC(=S)Nc1ccccc1 in TRHR PAM reads -9
CC(=O)c1cc(-c2ccc(F)cc2)n(CCC(=O)Nc2nc3ccc(C)cc3s2)c1C in RXFP1 antag reads -28

Some of the entries above, reformatted.
Second line of a record – D2 antagonist, D1 PAM, TRHR PAM, D1 antagonist, TRHR ag, D2 potentiator, D1 ag, RXFP1 antag, D2 ag
COc1ccccc1S(=O)(=O)Cc1ccc(C(=O)NCc2ccco2)o1
    0, -4, -8, -6, 0.7, 2, 6, 28, 2.1
Cc1ccc(F)c(NC(=O)CCc2ccccc2)c1
    -17, -5, 6, -4, -1.0, 6, 0, -1, 0.7
CCCCN(CCCC)C1=Nc2ccccc2N/C1=C(/C#N)C(=O)OCC
    ., -13, 8, 13, 0.3, ., 3, -9, .
COc1ccccc1N1CCN(/N=C/c2ccc(O)cc2O)CC1
    5, 4, -3, -11, -0.4, 5, 3, -13, -0.9
O=S(=O)(c1ccc(-c2cc(C(F)(F)F)on2)s1)N1CCN(c2ccccc2F)CC1
    ., -3, 1, -15, 0.2, -2, 3, -6, 0.6
CSc1sc(C)cc1C1C(C#N)=C(N)N(c2cccnc2)C2=C1C(=O)CC(C)(C)C2 (stereo not drawn)
    -11, 5, -2, -25, -0.1, 12, 2, -3, -0.6
COc1cc2c(cc1NC(=O)COC(=O)[C@@H](NS(=O)(=O)c1cccc(Cl)c1)C(C)C)oc1ccccc12
    11, -15, -8, 9, 1.5, 3, 3, -10, 4.1
COc1ccc2oc(=O)c(-c3nc4ccccc4o3)cc2c1
    13, -8, 2, -1, -0.6, 1, -3, -10, 1.0
O=C(COc1cccc(Cl)c1)NNC(=S)Nc1ccccc1
    6, -1, -9, -6, -0.4, 10, 8, -4, 0.4
CC(=O)c1cc(-c2ccc(F)cc2)n(CCC(=O)Nc2nc3ccc(C)cc3s2)c1C
    ., -4, 5, 15, 0.4, -2, 6, -28, -0.2
COCCn1c(C)cc(/C=N/NC(=O)c2cccnc2)c1C
    ., -3, -7, ., -0.2, ., -1, 2, .
